L3MBTL1 block: qHTS Assay for the Inhibitors of L3MBTL1. Lethal(3)malignant brain tumor-like protein 1 (Homo sapiens), Q9Y468. AlphaScreen L3MBTL1–H3K9me1 peptide binding. Potency, µM (doses to about 57.1 µM), for the others: at the highest dose activity, negative = inhibition, most hits filed as inhibitors. actives 0.66% (n = 230,000); active = well fitted inhibition curve with a large enough effect; inconclusive = small, poorly fitted or top-dose-only effect; inactive = no such curve, though single readings can be large or run the other way; note: nearly all actives have a fitted effect of over 60% in size
Target sequence (Q9Y468 whole entry, looked up): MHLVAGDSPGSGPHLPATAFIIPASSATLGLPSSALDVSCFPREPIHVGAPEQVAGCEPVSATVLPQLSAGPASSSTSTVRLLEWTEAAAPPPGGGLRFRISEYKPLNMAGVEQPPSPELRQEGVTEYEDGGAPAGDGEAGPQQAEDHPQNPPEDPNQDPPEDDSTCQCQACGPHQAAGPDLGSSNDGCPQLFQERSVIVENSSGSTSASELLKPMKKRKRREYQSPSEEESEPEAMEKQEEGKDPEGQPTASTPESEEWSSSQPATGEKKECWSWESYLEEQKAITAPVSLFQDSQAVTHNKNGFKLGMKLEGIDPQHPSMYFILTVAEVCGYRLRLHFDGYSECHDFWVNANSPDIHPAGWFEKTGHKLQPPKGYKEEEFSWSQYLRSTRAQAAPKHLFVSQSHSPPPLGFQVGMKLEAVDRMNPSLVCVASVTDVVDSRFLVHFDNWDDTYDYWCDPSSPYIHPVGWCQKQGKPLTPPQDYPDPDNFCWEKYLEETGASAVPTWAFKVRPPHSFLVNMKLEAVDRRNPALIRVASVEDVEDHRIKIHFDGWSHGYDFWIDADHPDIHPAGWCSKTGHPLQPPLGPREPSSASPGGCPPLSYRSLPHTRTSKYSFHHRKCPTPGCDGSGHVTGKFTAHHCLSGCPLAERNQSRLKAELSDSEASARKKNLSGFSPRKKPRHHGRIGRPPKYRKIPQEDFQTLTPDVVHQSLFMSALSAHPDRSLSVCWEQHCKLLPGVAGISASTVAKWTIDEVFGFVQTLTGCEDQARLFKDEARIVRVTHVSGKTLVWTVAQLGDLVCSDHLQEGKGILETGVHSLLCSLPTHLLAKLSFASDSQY
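AlphaScreen proximity signal between nickel-chelate acceptor and streptavidin donor beads (final 10 ug/mL) reports binding of 50 nM L3MBTL1 to 75 nM biotin-H3 K9me1 peptide; complex incubated with compounds 30 min at room temperature; cefsulodin titration as control.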
* hit, by the source's call; ? = inconclusive; [ ] = remark or other dose. % is set by controls: 0 for no effect and ±100 for the full control effect; potency is the fitted concentration of half-maximal effect. An excerpt; rates above refer to the full screens.

mol | L3MBTL1 block
O=C(CCNC(=O)c1ccccc1Cl)NCC1COc2ccccc2O1 (configuration not stated) | 7.9%
O=C(CNC(=O)c1ccc(C(F)(F)F)cc1)NC1CC1 | 4.2%
O=C(CCNC(=O)c1ccc([N+](=O)[O-])cc1)Nc1cccc(S(=O)(=O)N2CCCCCC2)c1 | -4.9%
CCc1ccc(NC(=O)c2cccc(NC3=NC4CS(=O)(=O)CC4S3)c2)cc1 (configuration not stated) | 2.0%
CCCOc1cc(NCc2ccccc2)c2ncn(C(C)C)c2c1 | ?
O=C(Nc1cccc2cccnc12)c1cccc(Cl)c1 | 136.2%[activator]
CCN(CC(=O)Nc1ccccc1C(F)(F)F)C(=O)CCS(=O)(=O)c1ccc(Cl)cc1 | 4.2%
NC(=O)CC(NC(=O)c1ccccc1)c1ccc(NCCN2CCCCC2)c([N+](=O)[O-])c1 (configuration not stated) | 0.4%
O=C(CNc1ccc(C(F)(F)F)cc1)Nc1cccc(S(=O)(=O)N2CCCC2)c1 | -7.5%
CCN(CC(=O)Nc1c(F)cccc1F)C(=O)c1cccc(S(=O)(=O)N2CCCCCC2)c1 | -0.7%
COc1ccc(CNC(=O)CCCN2C(=O)NC3(CCCC3)C2=O)cc1 | 1.7%
O=C(c1ccc(F)cc1)C1CCN(Cc2ccc(F)cc2)CC1 | -5.2%

Random excerpt: 6 records from the list, in no set order.
mol | L3MBTL1 block
O=C(CCNC(=O)c1ccc([N+](=O)[O-])cc1)Nc1cccc(S(=O)(=O)N2CCCCCC2)c1 | -4.9%
CCc1ccc(NC(=O)c2cccc(NC3=NC4CS(=O)(=O)CC4S3)c2)cc1 (configuration not stated) | 2.0%
COc1ccc(CNC(=O)CCCN2C(=O)NC3(CCCC3)C2=O)cc1 | 1.7%
O=C(CCNC(=O)c1ccccc1Cl)NCC1COc2ccccc2O1 (configuration not stated) | 7.9%
NC(=O)CC(NC(=O)c1ccccc1)c1ccc(NCCN2CCCCC2)c([N+](=O)[O-])c1 (configuration not stated) | 0.4%
O=C(CNc1ccc(C(F)(F)F)cc1)Nc1cccc(S(=O)(=O)N2CCCC2)c1 | -7.5%

(more compounds)
mol | L3MBTL1 block
O=C(NNC(=O)c1ccccc1O)c1cc2ccccc2o1 | -4.7%
O=C(COC(=O)c1cccc(O)c1)c1ccccc1 | -0.3%
C[C@H](CO)N1C[C@H](C)[C@@H](CN(C)CC2CC2)Oc2c(NC(=O)Cc3ccccc3)cccc2C1=O | 3.8%
Cn1c(SCC(=O)N2CC(=O)Nc3ccccc32)nc2ccccc2c1=O | 4.0%
CCN1C(=O)C(=O)N(CC(=O)N(C)CC(=O)Nc2ccccc2C(F)(F)F)C1=O | 6.9%
CN(C)C(CNC(=O)CCNC(=O)c1ccccc1Cl)c1ccco1 (configuration not stated) | 0.4%
COc1cc(/C=C/C(=O)OCC(=O)N(C)Cc2ccccc2)ccc1O | -4.3%
COc1ccccc1C1C2=C(CC(C)(C)CC2=O)N(CC(=O)O)C2=C1C(=O)CC(C)(C)C2 | -1.5%
N#CC1(NC(=O)CSc2nnc3n2CCCCC3)CCCCC1 | 5.8%
O=C(NNC(=O)C1CCC1)c1ccccc1F | 9.8%
Brc1ccccc1-c1nc2c3ccccc3ncn2n1 | 29.0%
CC(=O)c1ccc(NC(=O)CSc2nc(=O)n(CCN3CCOCC3)c3c2CCC3)cc1 | -2.3%
Nc1c(C(=O)CSc2nnc(-c3ccccc3)o2)c(=O)[nH]c(=O)n1C1CC1 | -1.3%
COc1ccc(/C=C/C(=O)c2ccc3c(c2)OCO3)cc1OC | -0.8%
Cc1nc(SCC(=O)NC2CCS(=O)(=O)C2)c(C#N)c(C)c1C (configuration not stated) | -4.3%
Fc1ccccc1NC(=S)NCc1ccc(Cl)cc1 | 6.3%
C=CCn1c(=S)[nH]c2sc3c(c2c1=O)CCCC3 | 0.6%[2.29 µM]
CCCC[C@@H]1CNCCN1CCc1cccc(F)c1 | -6.7%
COc1ccc(CCNS(=O)(=O)c2cc3c(cc2C)NC(=O)CO3)cc1OC | -0.4%
CC(NC(=O)COC(=O)C1(C)CC1(Cl)Cl)c1ccccc1 (configuration not stated) | 6.5%
COc1ccc(OCCC(=O)OCC(=O)NCc2ccccc2OC)cc1 | -5.7%
Cc1ccc(NC(=O)CSC(C)C(=O)OCC(=O)N2CCN(C(=O)c3ccco3)CC2)cc1 (configuration not stated) | -5.9%
CCOC(=O)c1c(C)[nH]c(C(=O)OC(C)C(=O)NC2CCCCC2C)c1C (configuration not stated) | 1.6%
Cc1ccc(N(CCC#N)C(=O)CSc2nnc3ccccn23)cc1 | 2.5%
O=C(NC12CC3CC(CC(C3)C1)C2)N1CCN(c2ccccc2)CC1 | -1.9%
CNC(=O)c1c(NC(=O)c2ccc3ncsc3c2)sc(C)c1C | -7.6%
C=CCn1c(SCC(=O)N(C)C2CCS(=O)(=O)C2)nnc1-c1ccccc1 (configuration not stated) | -0.3%
CCN(c1ccccc1)S(=O)(=O)c1ccc(Oc2ccccc2C(C)=O)nc1 | 1.7%
O=C(O)C(Oc1ccc2c(c1)oc(=O)c1ccccc12)c1ccccc1 (configuration not stated) | -2.5%
O=S1(=O)N[C@H](c2ccccc2)C[C@H](c2ccc(C(F)(F)F)cc2)O1 | 9.5%
O=C(COC(=O)c1cc(=O)[nH]c2ccccc12)NCc1cccc(Cl)c1 | 1.1%
CCOC(=O)[C@H]1[C@H]2COc3ccc(C)cc3[C@@H]2N2C(=O)c3cc(C)ccc3NC(=O)[C@@]12C | 2.5%
COc1ccc(S(=O)(=O)N2CCCCCC2)cc1C(=O)N(C)CC(=O)Nc1ccc(F)cc1 | 4.0%
CCCN(C(=O)C1CCN(S(=O)(=O)c2ccc(OC)c(OC)c2)CC1)C1CCS(=O)(=O)C1 (configuration not stated) | 1.3%
CCOc1ccc(OCC(=O)NCc2n[nH]c(=O)c3ccccc23)cc1 | 3.0%
Cc1ccc(/C=N/NC(=O)c2ccncc2)cc1 | 47.5%[activator]
COc1cccc(-c2nnn(CC(=O)N3CCCCC3)n2)c1 | -0.1%
CC(C)(C)OC(=O)N[C@@H](/C=C/c1ccccc1)C(=O)OC(C)(C)C | 14.8%
CCOc1ccc(N2CC(NC(=O)c3ccc4ccccc4c3)CC2=O)cc1 (configuration not stated) | -12.6%
COc1ccc(C(=O)C(C)[n+]2ccc(C)c3ccccc32)cc1[N+](=O)[O-] (configuration not stated) | 6.7%
COc1ccc(CC(=O)OCc2csc(CC(=O)Nc3ccc(C)cc3)n2)cc1 | -9.5%
CC(NCC(=O)NC(=O)NC1CCCC1)c1ccc(Cl)cc1Cl (configuration not stated) | 1.2%
COCCN(C(=O)c1ccccc1F)c1nnc(-c2ccc(OC)cc2)s1 | -3.1%
CCNS(=O)(=O)c1ccc(CCC(=O)N2CCN(c3cc(Cl)ccc3C)CC2)cc1 | -1.7%
COc1ccccc1C1=CC(=O)C[C@H](c2ccc3c(c2)OCO3)C1 | -12.6%
CC1=C(C(=O)OCc2ccccc2)C(c2ccccc2Cl)NC(=O)N1C (configuration not stated) | -2.4%
CCOC(=O)C1=CC[C@@H](c2cc(OC)c(OC)c(OC)c2)N(S(=O)(=O)c2ccc(C)cc2)[C@H]1C(=O)OCC | 4.3%
COC(=O)C1=C(C)NC(=O)NC1c1ccc2c(c1)OCO2 (configuration not stated) | -6.4%
NS(=O)(=O)c1ccc(NC(NC(=O)c2cccnc2)C(Cl)(Cl)Cl)cc1 (configuration not stated) | 2.2%
O=C(CSc1nc2ncc(Cl)cc2[nH]1)N1CCC(Cc2ccccc2)CC1 | -3.9%
Cc1ccc(N(Cc2ccccc2)C(=O)c2cc(S(=O)(=O)N3CCOCC3)ccc2Cl)cc1 | -0.4%
CC1(C)Oc2ccc3ccc(=O)oc3c2[C@@H](O)[C@@H]1O | 30.0%[activator]
Cn1c(=O)[nH]c(=O)c2c1nc(SCCO)n2CCCc1ccccc1 | -5.1%
O=C(Nc1ccccc1N1CCCC1)C1=COCCO1 | -0.1%
O=C(NCc1cccnc1)c1ccc(S(=O)(=O)Nc2ccccc2)cc1 | -3.1%
NC(=O)CC(NC(=O)Cc1ccc(Br)cc1)c1ccc(N2CCC(N3CCCCC3)CC2)c([N+](=O)[O-])c1 (configuration not stated) | -0.2%
O=C(CCc1ccc(S(=O)(=O)N2CCOCC2)cc1)OCC(=O)c1ccccc1 | -1.3%
COc1ccc(NS(=O)(=O)c2ccc(C(=O)N(C)Cc3cccs3)cc2)cc1 | 30.4%[activator]
CC(=O)NC(CC(=O)NNC(=O)c1cccs1)c1ccccc1 (configuration not stated) | -13.1%
O=C(NCCO)c1nc(C(=O)c2ccc(Cl)cc2)c2ccccc2n1 | 18.9%

Other structures
mol | L3MBTL1 block
O=C(COc1ccccc1)OCC(=O)c1c[nH]c2ccccc12 | -4.1%
COC(=O)[C@]1(C)CCC[C@@]2(C)C3CC[C@@]4(C)C[C@]3(CCC21)CC4=NO (some centres not stated) | -6.6%
Nc1nc(SCC(=O)Nc2cccc([N+](=O)[O-])c2)n[nH]1 | -0.7%
O=C(NC(=S)NCc1ccccc1)c1cccc(Cl)c1 | 4.0%
COc1ccc(CN2CCc3c([nH]c4ccccc34)C2)cc1Br | -4.0%
O=C(Nc1ccc(Cl)cc1)c1nc[nH]c1C(=O)N1CCN(c2ccccc2)CC1 | 9.1%
O=S(=O)(/N=C(/Nc1nc2ccccc2s1)c1ccccc1)c1ccccc1 | -11.1%
Cc1ccc(CNC(=O)c2c(-c3ccccc3)sc3ccccc23)o1 | 6.2%
Cc1nnc(NC(=O)CN2CCN(Cc3ccc(F)cc3Cl)CC2)s1 | -1.2%
CC(Sc1nnc(C2CC2)n1-c1ccccc1)C(=O)N1CCNC1=O (configuration not stated) | -0.6%
Cc1ccc(C(=O)OCC(=O)NCc2cc(C)c(O)c(C)c2)cc1S(=O)(=O)N1CCCCC1 | -9.1%
Cc1cccc(C(=O)Nc2ccccc2C(=O)Nc2ccc(C(=O)O)cc2)c1 | 4.0%
Cc1ccc(C2=NS(=O)(=O)N(C)C(C(=O)NCc3cccs3)=C2)cc1 | -5.5%
CCN(CC)CCCn1c2c(c(SCC(=O)Nc3ccc4c(c3)OCCO4)nc1=O)CCC2 | 7.2%
CC(=O)c1ccc(S(=O)(=O)N2CCN(C(C)C(=O)N(C)Cc3ccccc3)CC2)cc1 (configuration not stated) | 0.0%
COCCn1cnnc1SCC(=O)Nc1cccc(S(=O)(=O)N2CCCCC2)c1 | -0.3%
Cc1ccc(S(=O)(=O)N2[C@@H](c3ccccc3F)C(C(=O)O)=CC[C@H]2c2ccc(Cl)c(Cl)c2)cc1 | -7.3%
CN(C(=O)c1ccc(NC(=O)Cc2ccc([N+](=O)[O-])cc2)cc1)C1CCCC1 | -4.1%
CCCc1ccc2oc(C(=O)N3CCN(CCC(N)=O)CC3)c(C)c2c1 | -1.6%
O=C(c1ccc(NC2=NC3CS(=O)(=O)CC3S2)cc1)N1CCN(c2ccccc2)CC1 (configuration not stated) | 15.1%
Cc1ccc(OCCNC(=O)C2CC(=O)N(Cc3ccccc3)C2)cc1 (configuration not stated) | -1.7%
CC(NC(=O)c1ccccc1F)C12CC3CC(CC(C3)C1)C2 (configuration not stated) | 8.9%
COc1cc([C@H]2OC[C@H]3[C@@H]2CO[C@H]3c2ccc(O)c(OC)c2)ccc1O | 1.6%
CCC(C)N(C(=O)COC(=O)c1ccc(=O)n(Cc2ccccc2)n1)C1CCS(=O)(=O)C1 (configuration not stated) | 2.2%
O=C(N/N=C/c1ccc(O)cc1O)C(=O)N/N=C/c1ccc(O)cc1O | 0.708µM*
NC(=O)CC(NC(=O)Cc1cccc2ccccc12)c1ccc(N2CCC(Cc3ccccc3)CC2)c([N+](=O)[O-])c1 (configuration not stated) | -2.3%
CC(C)=CCC[C@](C)(OC1OC(COC2OCC(O)C(O)C2O)C(O)C(O)C1O)C1CC[C@]2(C)C1C(O)CC1[C@@]3(C)CCC(O[C@@H]4O[C@H](CO)C(O)C(O)C4O[C@@H]4OC(CO)C(O)C(O)C4O)C(C)(C)C3CC[C@]12C (some centres not stated) | 11.0%
Cc1noc(C)c1C(=O)N(CC(=O)Nc1ccccc1Br)Cc1ccco1 | -1.8%
O=C(CCc1nc2ccccc2c(=O)[nH]1)N1CCN(S(=O)(=O)c2ccc(F)cc2)CC1 | 1.9%
CCOc1ccccc1OCC(=O)Nc1cccc(S(=O)(=O)N2CCCCCC2)c1 | 5.2%
COc1cccc(CNC(=O)COc2cccc3c2OC(C)(C)C3)c1 | 3.2%
CCCOc1ccc(C(=O)Nc2ccc(S(=O)(=O)N3C[C@@H]4C[C@@H](C3)c3cccc(=O)n3C4)cc2)cc1 | -21.2%
Cc1ccc(OCCn2ccnc2)c([N+](=O)[O-])c1 | 4.2%
COc1ccc(-c2nnc(SCc3ccc(C(=O)O)cc3)o2)cc1OC | 8.9%[2.29 µM]
Cc1ccc(SCCSc2ncccn2)cc1 | 29.8%
CC(=O)Oc1cc(C)cc2oc(=O)cc(-c3ccccc3)c12 | 2.2%[2.29 µM]
Cc1ccc(Cl)c(OCC(=O)N(C)CC(=O)Nc2ccc(N3CCOCC3)cc2)c1 | 0.2%
CCCCn1c(N)c(N(CC(C)C)C(=O)c2cccc(S(=O)(=O)N3CCN(C)CC3)c2)c(=O)[nH]c1=O | 5.1%
O=C(NCCC(=O)N(Cc1ccco1)Cc1cccs1)c1ccc(Br)cc1 | 3.5%

High-throughput results (PubChem)
